Assay outcomes as filed in PubChem.
D2 PAM = positive allosteric modulators of human D2 dopamine receptor | HEK293 T-REx D2, calcium flux, EC20 dopamine potentiation | potentiation, % at 10 µM | hit rate 0.34% among 340,000 | AID 485347;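 active = potentiation over 3 SD above the plate norm, cut at about 30% in these data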; note: 0% is about no effect
Target sequence (P14416 whole entry, looked up): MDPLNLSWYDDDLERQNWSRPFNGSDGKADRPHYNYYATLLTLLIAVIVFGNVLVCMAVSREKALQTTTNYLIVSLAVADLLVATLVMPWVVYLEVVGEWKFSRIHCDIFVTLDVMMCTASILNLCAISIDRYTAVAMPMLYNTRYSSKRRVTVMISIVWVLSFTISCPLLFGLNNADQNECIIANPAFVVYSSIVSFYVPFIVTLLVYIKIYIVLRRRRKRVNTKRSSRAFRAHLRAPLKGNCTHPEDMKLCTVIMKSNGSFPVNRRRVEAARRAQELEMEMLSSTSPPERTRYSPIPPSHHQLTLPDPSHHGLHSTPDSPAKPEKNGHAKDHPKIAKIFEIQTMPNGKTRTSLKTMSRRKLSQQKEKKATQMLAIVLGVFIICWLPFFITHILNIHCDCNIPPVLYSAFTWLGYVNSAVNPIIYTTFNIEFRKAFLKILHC
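Primary screen. Calcium kinetics in induced HEK293 T-REx D2 cells: compound pre-addition 180 s, EC20 dopamine, 180 s more.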
D1 potentiator = potentiators of human D1 dopamine receptor | P21728 | HEK293 TREx D1 cells, calcium flux, dopamine EC20 potentiation | potentiation, % at 10 µM | hit rate 0.036% among 360,000; in the data active = potentiation above about 30%; note: 0% is about no effect
RXFP1 agonist = activates the human relaxin receptor RXFP1. HEK293T-RXFP1 cAMP TR-FRET, 30 min; response scale: percent of porcine relaxin response, buffer zero. Potency, µM (doses to about 57.5 µM), inactives show at the top dose activation, hits mostly activators. hit rate 0.3% among 370,000. AID 2676; note: potency is the fitted concentration of half-maximal effect; % is set by controls: 0 for no effect and ±100 for the full control effect; nearly all actives have a fitted effect of over 60% in size; many of its hits are not listed in these tables
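cAMP rise read by TR-FRET after 30 min, 37C compound exposure (up to 58 uM) in RXFP1-transfected HEK293 cells with Ro 20174 present. EC50 from Hill-equation fits, with 29 nM porcine relaxin as 100% and buffer as basal.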
D1 antag = blocks dopamine activation of the human D1 receptor | activity change, negative = inhibition, % at 10 µM | AID 504652 | HEK293 TREx D1 cells, calcium flux, dopamine EC80; stronger effect = lower value | hit rate 3.2% among 360,000; in the data active = activity change below about -30%; note: % is set by controls: 0 for no effect and ±100 for the full control effect
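Inducible Hek293 Trex D1 cells (tetracycline, overnight, 30 C). Calcium dye 30–90 min RT. Antagonist mode: EC80 dopamine added after 180 s compound read.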
Vif-A3G inh = blocks the Vif interaction with human APOBEC3G; Q9HC16; HeLa A3G-eYFP + Vif (tagged APOBEC3G with the HIV-1 protein that degrades it), YFP fluorescence, overnight; Potency, µM (top dose mostly 46.1 µM), for inactives: top-dose activity, negative = active, usual class: inhibitors; hit rate 0.076% among 410,000;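 note: potency is the fitted concentration of half-maximal effect; % is set by controls: 0 for no effect and ±100 for the full control effect; nearly all actives have a fitted effect of over 60% in size; hits raise eYFP signal because A3G escapes Vif-driven loss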
Target sequence (Q9HC16 whole entry, looked up): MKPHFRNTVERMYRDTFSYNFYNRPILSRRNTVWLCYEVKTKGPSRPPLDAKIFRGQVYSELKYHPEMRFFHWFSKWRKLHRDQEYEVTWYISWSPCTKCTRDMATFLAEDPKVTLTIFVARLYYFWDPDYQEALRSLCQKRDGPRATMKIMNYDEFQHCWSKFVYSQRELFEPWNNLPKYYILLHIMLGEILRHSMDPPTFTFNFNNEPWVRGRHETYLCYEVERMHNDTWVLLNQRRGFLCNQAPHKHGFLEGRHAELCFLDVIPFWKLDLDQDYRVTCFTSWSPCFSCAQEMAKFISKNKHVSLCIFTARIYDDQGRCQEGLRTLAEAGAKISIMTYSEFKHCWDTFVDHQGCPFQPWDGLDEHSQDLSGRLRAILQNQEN
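HeLa cells stably expressing Vif and C-terminally eYFP-tagged A3G, seeded overnight at 37 deg C, then exposed to compound by pintool overnight at 37 deg C. Rise in yellow fluorescence (Ex 488/Em 500-530, Acumen) marks blocked Vif-driven A3G degradation.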
D1 ag = human D1 receptor agonism; HEK293 T-REx D1 cells, calcium flux, agonist mode; hit rate 1% among 360,000; P21728; AID 504660; activation, % at 2 µM; in the data active = activation above about 30%; note: 0% is about no effect
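Inducible HEK293 T-REx D1 cells, force-coupled to calcium signalling, were plated at 4000 cells/well with tetracycline and held overnight at 30 C. After no-wash calcium dye loading, compound-evoked calcium rise over 180 s flagged agonists.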
LDHA inh = inhibitors of human lactate dehydrogenase A; AID 1347041; purified LDHA, NADH/diaphorase-resazurin fluorescence; stronger effect = lower value; P00338; activity change, % (values are at about 110 or 230 µM); hit rate 0.15% among 480,000; in the data active = activity change below about -30%; inconclusive = mostly about -25% to -30%;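 note: plate controls were DMSO wells for no effect and wells without enzyme for full effect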
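Human LDH5 at 2 nM final in Tris HCl pH 7.4 with 0.06 mM NADH and 0.2 mM pyruvate, reacted 5 minutes at room temperature. Remaining NADH coupled via diaphorase/resazurin; resorufin fluorescence read at 0 and 20 minutes, normalized to enzyme-free and DMSO wells.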
Vif-APOBEC3F blk = blocks the Vif interaction with APOBEC3F; HeLa A3F-eYFP + Vif (tagged APOBEC3F with the HIV-1 protein that degrades it), YFP fluorescence increase; Potency, µM (titrated, usually from 46.1 µM), for inactives: at the highest dose activity, negative = active; hit rate 0.2% among 390,000; AID 602313; note: potency is the fitted concentration of half-maximal effect; % of control where 0% means no effect; nearly all actives have a fitted effect of over 65% in size
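HeLa cells stably expressing Vif plus C-terminally eYFP-tagged A3F were seeded, incubated overnight at 37 deg C, dosed with compound, incubated overnight again at 37 deg C. Yellow fluorescence (Ex 488/Em 500-530) reported blocked Vif-mediated A3F-eYFP degradation.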
Glioma ERSR ind = inducers of ER stress response in human glioma cells | U87-MG GRP78 promoter luciferase reporter, 16 h | Potency, µM, inactives show top-dose activation, actives largely listed as activators | hit rate 0.02% among 420,000 | AID 602332; note: potency is the fitted concentration of half-maximal effect; series mostly up to about 76 µM; % of control where 0% means no effect; nearly all actives have a fitted effect of over 35% in size
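Stably transfected U87-MG human glioma cells carrying a GRP78-based luminescent sensor were seeded at 1000 cells/well, pin-dosed with compounds and incubated 16 h. Luciferase reagent was then added, and end-point luminescence was read after 10 min at room temperature.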
* hit, by the source's call; ? = inconclusive; . = not tested or not shown; & = joins results of further samples. Unless noted, calls come from the whole dose curve; as a rule, active = well fitted curve in the direction sought with a large enough effect; inconclusive = small, poorly fitted or top-dose-only effect, or another doubt; inactive = no such curve, though single readings can be large; an effect the other way counts as inactive or inconclusive. The list is partial (hit frequency here may not be typical).

mol	D2 PAM	D1 potentiator	RXFP1 agonist	D1 antag	Vif-A3G inh	D1 ag	LDHA inh	Vif-APOBEC3F blk	Glioma ERSR ind
Cn1cc(S(=O)(=O)c2cccc(Cl)c2)c(=O)c2cc(F)c(N3CCCCC3)cc21	-9	11	?	-1	-1%	5	1	-1%	-4%
CC(C)c1ccccc1NC(=O)C(Cc1c[nH]c2ccccc12)NC(=O)OC(C)(C)C (stereo not drawn)	21	-4	2.8%	10	-2%	2	4	-13%	-4%
COc1ccccc1CCn1c(N)cc(=O)[nH]c1=O	10	-5	7.5%	3	1%	5	-3	13%	-2%
CC(C)c1cccc(C(C)C)c1NC(=O)CN1C(=O)NC2(CCCC2)C1=O	4	-1	-3.6%	-6	1%	3	-4	-8%	-4%
Clc1cccc(Cl)c1/C=N/Nc1c(Cl)cncc1Cl	-4	-2	1.1%	-19	?	3	-4	-11%	-2%
CCc1nn(CC(=O)N2CCN(c3ccc(OC)cc3)CC2)c(=O)c2cc3sccc3n12	-1	-4	5.4%	-4	6%	0	1	1%	-3%
Fc1ccc(N=c2ssnc2Cl)c(F)c1	14	-3	0.0%	2	2%	11	-3	-12%	0%
Cc1ccc(C)c(SCC(=O)N(C)C2CCS(=O)(=O)C2)c1 (stereo not drawn)	.	.	.	.	-1%	.	-5	-14%	-1%
O=C(Nc1cccnc1)c1ccc(Cl)c(S(=O)(=O)N2CCc3ccccc32)c1	-1	-9	3.5%	4	1%	23	-9	-6%	-6%
COc1ccc(OC)c(CNS(=O)(=O)c2ccc3[nH]c4c(c3c2)CCCCC4)c1	6	-6	-1.7%	-21	3%	11	1	-3%	-4%
O=[N+]([O-])c1ccc(S(=O)(=O)NN=Cc2ccc3c(c2)OCO3)cc1	.	.	.	.	0%	.	-11	-4%	6%
Cc1ccc2nc3c(cc(C(=O)NC4CCCCC4)c(=N)n3C(C)C)c(=O)n2c1	7	-2	5.3%	-3	8%	3	-8	6%	0%
CC1CCN(CCOc2ccc(OCc3ccccc3)cc2)CC1	-36	-7	0.0%	-41*	0%	33*	-7	-12%	2%
CCN(CC(=O)Nc1ccccc1OC)C(=O)C1CCC1	-3	-2	-0.6%	-10	-3%	0	-16	?	2%
CCC(=O)N1CCc2cc(S(=O)(=O)N3CCN(c4ccccc4)CC3)ccc21	-15	-7	0.7%	10	0%	0	-16	4%	-4%

Continuation.
mol	D2 PAM	D1 potentiator	RXFP1 agonist	D1 antag	Vif-A3G inh	D1 ag	LDHA inh	Vif-APOBEC3F blk	Glioma ERSR ind
Cc1ccc(C2CN(CCC(N)=O)C(=O)CO2)cc1 (stereo not drawn)	-10	-3	-0.1%	-5	-4%	-1	-16	2%	-5%
C[C@@H]1CCCCO[C@H](CN(C)C)[C@H](C)CN([C@@H](C)CO)C(=O)c2cc(NC(=O)Nc3ccc(C(F)(F)F)cc3)ccc2O1	.	.	.	.	-9%	.	-1	-8%	-1%
CN1CCN(C(=O)CCC(=O)c2ccc(F)cc2)CC1	-6	5	-1.0%	-12	-4%	3	-5	-10%	2%
CCNC(=O)c1oc2c(c1C)C(=O)CC(C)(C)C2	5	-1	1.0%	1	1%	3	-2	0%	0%
CCCOC(=O)c1ccc(NC(=O)Cc2csc(C)n2)cc1	.	-2	-0.2%	-17	-16%	2	7	0%	-1%
COC(=O)C1CC(O)CN1C(=O)NC1CCCCC1 (stereo not drawn)	10	-2	-2.0%	-6	0%	6	-21	2%	-4%
Cc1onc(-c2ccccc2Cl)c1C(=O)Nc1ccc(-c2cn3cccnc3n2)cc1	-1	-1	0.3%	-1	-1%	0	3	-1%	-3%
O=C(c1ccc(CS(=O)(=O)c2ccc(Br)cc2)o1)N1CCN(c2ccccn2)CC1	16	-5	-1.6%	-15	0%	2	-10	2%	-1%
COc1ccc(C(=O)N/N=C(/C)c2cccc(NC(=O)C(F)(F)F)c2)cc1	-5	-6	2.2%	-6	0%	4	-9	1%	-4%
CN(Cc1cccs1)c1ncnc2sccc12	9	-15	0.5%	-27	0%	8	-5	-4%	-1%
C[C@H](CO)N1C[C@H](C)[C@@H](CN(C)S(=O)(=O)c2cccs2)Oc2ccc(NC(=O)c3ccncc3)cc2C1=O	.	.	.	.	0%	.	-3	0%	-4%
COc1ccc(NC(=S)NCCc2ccccc2)c(C)c1	-3	-5	-2.4%	-5	-1%	0	-2	-12%	-5%
O=C(/C=C/c1ccccc1)C1=C(O)C(=O)N(CCO)C1c1cccc([N+](=O)[O-])c1 (stereo not drawn)	9	-2	2.0%	-4	4%	1	1	6%	1%
C=CCOC(=O)C1=C(C)NC(C)=C(C(=O)OCC=C)C1c1ccc(O)cc1	-5	-3	4.0%	-22	-9%	2	0	-7%	1%
COc1cc(N=C(N)N=C(N)N)cc(OC)c1	4	-5	-1.3%	12	-1%	2	-2	1%	-4%

Additional results follow.
mol	D2 PAM	D1 potentiator	RXFP1 agonist	D1 antag	Vif-A3G inh	D1 ag	LDHA inh	Vif-APOBEC3F blk	Glioma ERSR ind
CC(C)NC(=O)COC(=O)/C=C/c1ccco1	-2	-2	-0.3%	-2	0%	1	0	-10%	-1%
CCOC(=O)Cc1csc(NC(=O)CN2CCN(c3ccccc3)CC2)n1	9	-4	1.0%	0	2%	2	0	-1%	-4%
COc1ccc(-n2nc([N+](=O)[O-])c(=NCCc3cccc(C)c3)n2O)cc1	-5	3	-0.6%	-35*	-2%	4	-5	-1%	0%
Cc1ccccc1C(=O)NCCc1nnc(SCC(=O)Nc2nc(-c3ccccc3)cs2)n1C	14	-7	3.2%	16	0%	-3	0	2%	-1%
COc1cc(C(=S)N2CCN(c3cccc(Cl)c3)CC2)ccc1O	14	-3	0.2%	-31*	?	4	-1	-24%	-3%
NC(=O)C1(N2CCCCC2)CCN(C(=O)NC23CC4CC(CC(C4)C2)C3)CC1	-1	-1	-2.2%	.	0%	-2	-6	-24%	-5%
O=C1C2C3C=CC(C4CC34)C2C(=O)N1c1nccs1 (stereo not drawn)	9	-4	0.5%	-8	-1%	1	-2	-7%	-1%
COc1ccc(-c2csc(Nc3ccc(C)cn3)n2)cc1OC	-2	2	0.9%	8	0%	0	3&-1	-13%	5%
CCc1ccccc1NC(=O)c1cc(-c2ccc(OC)cc2)on1	14&10	8&0	11%&1.0%	16&-2	0%&0%	0&4	-5&2	0%&-4%	0%&-1%
c1ccc(-c2cc3c(-n4cccc4)ncnc3o2)cc1	-9	-5	0.1%	14	-5%	4	0	3%	2%
c1ccc(C[n+]2cccc3c4ccccc4ccc32)cc1	-1	2	3.2%	9	4%	4	0	-1%	-7%
COCCNC(=O)CSc1nc(-c2ccccc2)c(-c2ccccc2)o1	-6	2	3.0%	2	-8%	4	-3	-9%	-4%
Cc1ccc2nc(-c3cccc(Br)c3)cc(C(=O)NCC3CCCO3)c2c1 (stereo not drawn)	-1	2	-2.8%	-15	0%	4	-10	3%	-1%
CS(=O)(=O)c1ccc(Cl)c(NC(=O)C2CCN(S(=O)(=O)c3cccs3)CC2)c1	-10	-9	0.6%	2	2%	0	-14	8%	-1%
COC(=O)c1cccc(C(=O)N2CCC(CO)(Cc3ccccc3Cl)CC2)c1	22	-4	2.9%	-6	1%	3	-1	8%	-2%

(further entries)
mol	D2 PAM	D1 potentiator	RXFP1 agonist	D1 antag	Vif-A3G inh	D1 ag	LDHA inh	Vif-APOBEC3F blk	Glioma ERSR ind
CCc1nnc(NC(=O)CSc2nc3c(c(=O)n2C)SC(C)C3)s1 (stereo not drawn)	3	2	1.9%	7	0%	1	0	-1%	-2%
O=C(COc1ncnc2scc(-c3ccc(Cl)cc3)c12)NCc1ccco1	-2	1	0.3%	-8	-1%	0	-3	-1%	-1%
Cc1c(C(=O)N(C)C)sc2c1c(=O)n(-c1ccc(F)cc1)c(=O)n2Cc1cc(=O)n2ccccc2n1	-9	-2	13%	6	3%	3	1	4%	-3%
COc1ccc(-c2c3c(=O)n(C)c(=O)n(C)c3cn2Cc2cccnc2)cc1	4	-5	1.9%	9	0%	-1	2	-3%	9%
CSc1oc(-c2ccccc2)nc1S(=O)(=O)c1ccc(C)cc1	1	-7	2.3%	-35*	-1%	4	-4	-8%	-3%
NS(=O)(=O)c1ccc(NC(=O)Nc2ccccc2)cc1	-3	4	0.8%	-4	0%	2	-7	5%	1%
Cc1c(C)c2c(OCC(=O)NCc3ccncc3)cc3c(c2oc1=O)CCC(C)(C)O3	-8	-3	4.0%	-2	1%	1	-3	-2%	-2%
COc1ccc(-c2cn(-c3ccccc3)c(=S)[nH]2)cc1OC	3	-3	2.2%	3	-1%	1	-6	-26%	8%
COc1cccc(-c2nnc(SCC(=O)N3CC(C)CC(C)C3)o2)c1 (stereo not drawn)	-1	.	0.7%	27	-2%	2	-1	-9%	0%
CN(CCNC(=O)CCNC(=O)Cn1ccc2ccccc2c1=O)Cc1ccccc1	1	0	3.4%	-17	2%	3	0	.	-3%
O=C(CN1C(=O)COc2ccc(Cl)cc21)Nc1ccc2c(c1)OCCO2	-13	-3	1.3%	-14	-1%	4	-6	-6%	1%
